# Source: PubChem BioAssay (National Center for Advancing Translational Sciences (NCATS))
# PTHR1 ag: qHTS for PTHR1 Agonists: Primary Screen. HEK293 GP2 PTHR1 cells, GloSensor cAMP luminescence, 1 h. Potency, µM (series often up to 115 µM), without a hit: at the highest dose activation, hits mostly activators. 0.075% of 410,000 active; further: potency means the concentration at half of the fitted maximal effect; nearly all actives have a fitted effect of over 55% in size; some results filed as inactive show a strong effect at the top dose; inactives centre near -15; many of its hits are not listed in these tables
# Target sequence (Q03431 whole entry, looked up): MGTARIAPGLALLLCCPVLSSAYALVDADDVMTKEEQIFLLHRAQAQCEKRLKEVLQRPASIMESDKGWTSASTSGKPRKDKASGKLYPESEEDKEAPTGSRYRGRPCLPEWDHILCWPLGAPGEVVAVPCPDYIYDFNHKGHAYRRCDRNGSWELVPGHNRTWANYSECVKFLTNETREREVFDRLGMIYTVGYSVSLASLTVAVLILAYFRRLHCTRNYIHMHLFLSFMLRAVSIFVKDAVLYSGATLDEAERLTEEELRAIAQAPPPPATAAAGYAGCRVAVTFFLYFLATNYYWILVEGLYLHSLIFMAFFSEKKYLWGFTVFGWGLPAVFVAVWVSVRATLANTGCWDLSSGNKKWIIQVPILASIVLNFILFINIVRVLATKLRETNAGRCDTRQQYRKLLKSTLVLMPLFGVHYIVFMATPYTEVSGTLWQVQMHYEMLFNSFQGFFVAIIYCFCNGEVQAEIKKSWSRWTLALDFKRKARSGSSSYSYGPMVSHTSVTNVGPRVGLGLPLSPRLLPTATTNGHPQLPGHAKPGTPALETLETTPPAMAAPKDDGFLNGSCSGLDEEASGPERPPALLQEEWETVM
#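 HEK-293-derived GP2 cells expressing PTHR1 and a GloSensor cAMP reporter, 3,000/well, plated overnight, given luciferin plus IBMX (each 0.5 mM as added) for 1 h at 37 °C, then compound for 1 h at 37 °C. Luminescence was read after 15 min at room temperature.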
# pAkt inh: HTS Assay for Inhibitors of Akt Phophorylation: Primary Screen; Neuro2A IGF-stimulated pAkt S473 HTRF, 20 min; stronger effect = lower value; activity change, % for hits at 50 µM; 0.32% of 360,000 active; in the data active means activity change below about -80%; inconclusive means mostly about -51% to -80%; further: on the % scale 0 is the no-effect control and ±100 the full control effect
#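 Neuro2A cells in DMEM with 0.5% FBS, overnight at 37 deg C, given compound at single 50 µM final, then IGF (6 nM final) for 20 min at 37 deg C. Lysed; phospho-Akt Ser473 by HTRF after 24 h, 665/615 ratio.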
# GLP-1R inv ag: qHTS of GLP-1 Receptor Inverse Agonists (Inhibition Mode); Glucagon-like peptide 1 receptor (Homo sapiens), P43220; HEK293 GLP-1R CRE-luciferase, luminescence, 24 h; GLP-1R form is constitutively active; Potency, µM (doses to about 38.3 µM), for the others: top-dose activity change, negative = inhibition, usual class: inhibitors; 1.6% of 410,000 active; further: potency means the concentration at half of the fitted maximal effect; on the % scale 0 is the no-effect control and ±100 the full control effect; nearly all actives have a fitted effect of over 55% in size
# Target sequence (P43220 whole entry, looked up): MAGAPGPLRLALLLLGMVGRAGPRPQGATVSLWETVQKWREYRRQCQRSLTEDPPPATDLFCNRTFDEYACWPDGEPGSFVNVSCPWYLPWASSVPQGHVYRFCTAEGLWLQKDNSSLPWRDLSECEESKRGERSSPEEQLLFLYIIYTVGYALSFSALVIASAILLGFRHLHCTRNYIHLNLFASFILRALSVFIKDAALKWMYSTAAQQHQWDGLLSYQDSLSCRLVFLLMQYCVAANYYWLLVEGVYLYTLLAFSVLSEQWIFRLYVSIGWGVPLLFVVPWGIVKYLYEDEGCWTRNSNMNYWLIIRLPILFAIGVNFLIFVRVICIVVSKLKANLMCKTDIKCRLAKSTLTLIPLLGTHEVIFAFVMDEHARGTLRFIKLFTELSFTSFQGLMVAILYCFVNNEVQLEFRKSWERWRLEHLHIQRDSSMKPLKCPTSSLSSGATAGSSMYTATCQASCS
#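 Using stably transfected HEK293 (constitutively active GLP-1R, cAMP-luciferase reporter), compounds were incubated 24 hr and luciferase measured by luminescence.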
# Mm-Cpn inhibitor: Inhibitors of TCP-1 ring complex (TRiC) of Methanococcus maripaludis (MmCpn): qHTS. Chaperonin Mm-Cpn (Methanococcus maripaludis). purified Mm-Cpn ATPase, ADP Transcreener TR-FRET. Potency, µM (titrated, usually from 76.9 µM), without a hit: at the top dose activity, negative = inhibition, usual class: inhibitors. 0.031% of 330,000 active; further: potency means the concentration at half of the fitted maximal effect; on the % scale 0 is the no-effect control and ±100 the full control effect; nearly all actives have a fitted effect of over 80% in size
#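 Compound-treated chaperonin, 25 nM final, turns over 10 uM ATP at 37°C for 30 min following a 10 min preincubation; ADP generated competes with ADP-d2 for Eu-cryptate antibody, lowering FRET.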
# Abeta yeast res: qHTS for compounds that reverse cellular toxicity of Amyloid beta (A-beta) peptide in yeast: Primary Screen | 0.063% of 410,000 active | Potency, µM (series often up to 46.1 µM), for the others: at the highest dose growth rescue, actives largely listed as activators | AID 1347071, 2019 | yeast expressing A-beta42, growth rescue, OD600, 48 h; response scale: 0% DMSO, 100% iron-clioquinol control; further: potency means the concentration at half of the fitted maximal effect; nearly all actives have a fitted effect of over 55% in size
#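 Yeast A-beta toxicity model in growth medium with pinned compounds, 48 h at 30 C; growth read as absorbance at 600 nm. Normalized to FeCl3/clioquinol equimolar mix (positive) and DMSO (negative).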
# HEK293 tox: qHTS of GLP-1 Receptor Inverse Agonists: Cytotox Screen | AID 624418, 2012 | 0.13% of 410,000 active | Potency, µM (titrated, usually from 38.3 µM), for the others: at the top dose activity change, negative = inhibition, hits mostly inhibitors | HEK293 cAMP-luciferase reporter cells, luminescence, 24 h;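 further: loss of luciferase light is scored as toxicity; potency means the concentration at half of the fitted maximal effect; on the % scale 0 is the no-effect control and ±100 the full control effect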
#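 Seeding density was 200 cells/uL; after overnight-length (12 h) culture, 23 nL compounds went on for 24 h at 37 °C. Readout used a luciferase detection reagent, luminescence taken after 12 min at room temperature.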
# aSyn yeast inh: qHTS of alpha-syn Inhibitors; Yeast expressing alpha-synuclein, growth rescue, BacTiter-Glo, 24 h; Potency, µM (series often up to 46.1 µM), for the others: at the top dose growth rescue (activation), usual class: activators; 0.14% of 370,000 active; AID 652106, 2013; further: potency means the concentration at half of the fitted maximal effect; % of control where 0% means no effect; nearly all actives have a fitted effect of over 65% in size
#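 Rescue of yeast growth: cells expressing toxic alpha-synuclein, induced in galactose at OD600 0.02, incubated with compound 24 h at 30 C. ATP luminescence quantified growth; inhibitors of toxicity appear as activators.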
# TDP43 rescue: qHTS of TDP-43 Inhibitors; TDP-43 expressing yeast growth rescue, BacTiter-Glo, 24 h; Potency, µM (doses to about 46.1 µM), inactives show at the highest dose growth rescue (activation), actives largely listed as activators; 1.8% of 410,000 active; further: potency means the concentration at half of the fitted maximal effect; % of control where 0% means no effect; nearly all actives have a fitted effect of over 50% in size
#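 Growth rescue of TDP-43-toxic yeast measured as ATP luminescence (BacTiter-Glo). Cells grown to mid-log in raffinose, induced in galactose at OD600=0.02, exposed to compound 24 hr at 30 deg C.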
# FUS suppressor: qHTS for Suppressors of FUS Proteinopathy: Primary screen using FUS-linked yeast assay; Potency, µM (top dose mostly 76.6 µM), without a hit: at the top dose growth rescue (activation), most hits filed as activators; 0.24% of 390,000 active; S. cerevisiae FUS-expressing, growth rescue, OD600, 24 h;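 further: potency means the concentration at half of the fitted maximal effect; plate controls were DMSO vehicle for no effect and reference control for full effect; nearly all actives have a fitted effect of over 55% in size; some results filed as inactive show a strong effect at the top dose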
#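 Galactose (2%) drives FUS expression in yeast precultured in raffinose; seeding density OD 0.005. Test compounds incubated 24hr at 30C and 99% humidity before absorbance at 600 nm was measured.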
# Starred values were filed as active, the others as inactive; i = inactive; ? = inconclusive; . = no result given; [ ] = another dose, or the depositor's remark. Unless noted, the call rests on the fitted dose curve; in most records, active means well fitted curve in the direction sought with a large enough effect; inconclusive means small, poorly fitted or top-dose-only effect, or another doubt; inactive means no such curve, though single readings can be large; an effect the other way counts as inactive or inconclusive.
# The first 2 compounds, to show the layout:
SMILES,PTHR1 ag,pAkt inh,GLP-1R inv ag,Mm-Cpn inhibitor,Abeta yeast res,HEK293 tox,aSyn yeast inh,TDP43 rescue,FUS suppressor
CCc1ccc(C(=O)COC(=O)CNC(=O)Cc2ccccc2)cc1,-43%[inhibitor],i,6%,2%,1%,-26%,11%,22%,6%
Cc1ccc(C(O)c2ncc(-c3ccc(Cl)cc3)[nH]2)c(C)c1 (configuration not stated),-6%,i,?,.,-7%,0%,5%,13%,1%

# The whole of this part, repeating the preview:
SMILES,PTHR1 ag,pAkt inh,GLP-1R inv ag,Mm-Cpn inhibitor,Abeta yeast res,HEK293 tox,aSyn yeast inh,TDP43 rescue,FUS suppressor
CCc1ccc(C(=O)COC(=O)CNC(=O)Cc2ccccc2)cc1,-43%[inhibitor],i,6%,2%,1%,-26%,11%,22%,6%
Cc1ccc(C(O)c2ncc(-c3ccc(Cl)cc3)[nH]2)c(C)c1 (configuration not stated),-6%,i,?,.,-7%,0%,5%,13%,1%
CC(C)C(C)NC(=O)CSc1nnc(-c2c[nH]c3ccccc23)o1 (configuration not stated),-4%,i,-6%,0%,-4%,5%,5%,28%,12%
Cc1cccc2nc(C(F)(F)F)nc(=O)n12,i,i,0%,0%,4%,6%,-1%,29%,.
c1ccc(CCNc2c3c(nc4ncnn24)CCC3)cc1,-32%[inhibitor],i,34%[activator],-7%,-4%,-3%,2%,-19%,20%
O=C(COc1ccccc1O)NCCN1CCOCC1,?,i,10%,0%,19%,13%,1%,-5%,24%
O=C(CCCC(=O)OCC(Cl)=C(Cl)Cl)Nc1ccccc1F,i,i,10%,3%,6%,6%,13%,4%,15%
C(=C\c1ccccc1)/CN1CCN(C(c2ccnc3ccccc23)c2nnnn2-c2ccc3c(c2)OCCO3)CC1 (configuration not stated),-20%,i,?,.,-2%,-1%,2%,-2%,6%
CCC(C)c1ccc2oc(-c3ccc(NC(=O)c4ncn[nH]4)cc3)nc2c1 (configuration not stated),-17%,i,89%[activator],-1%,-26%,6%,-8%,-27%,?
O=C1NC2=C(C(=O)CCC2)C(c2cccc([N+](=O)[O-])c2)N1 (configuration not stated),-4%,i,7%,1%,6%,22%,-3%,?,9%
O=C(Nc1cccnc1)c1cc2cc(Br)ccc2oc1=O,i,i,16%,-10%,-3%,0%,7%,?,15%
C=CCn1c(COc2cccc(C)c2)nnc1SCC(=O)NC(=O)NCc1ccco1,i,i,19%,0%,15%,4%,2%,-1%,20%
CCc1c(C)[nH]c(=S)c(C#N)c1C,i,i,7%,-2%,?,-14%,4%,-23%,17%
COc1ccccc1Nc1nc(N)nc(CSc2nccn2C)n1,i,i,7%,-2%,-7%,-5%,8%,5%,-2%
CC(C)n1c(O)c(N=NC(=O)C2COc3ccccc3O2)c2ccccc21 (configuration not stated),-12%,i,-25%,6%,-10%,12%,-6%,20%,10%
Cc1csc(NC(CO)c2nc3ccccc3n2CCOCCO)n1 (configuration not stated),-11%,i,12%,.,-9%,-4%,0%,-13%,-4%
Cc1ccc(-c2nnc(Nc3cccc(Br)c3)c3ccccc23)cc1S(=O)(=O)N1CCN(C)CC1,i,.,34%[activator],.,-11%,11%,.,15%[9.22 µM],-12%
Cc1ccc(C)c2[nH]c(=O)c(CN(Cc3ccco3)C(=O)Nc3ccccc3)cc12,0%[57.5 µM],i,?,-2%,-7%,-2%,3%,15%,?
O=C(Nc1ccccc1Cl)c1cc(C2CCCCN2S(=O)(=O)c2ccccc2)on1 (configuration not stated),i,i,?,.,14%,2%,0%,8%,29%
Nc1nc(NC(=O)c2ccco2)nn1-c1ccccc1,i,i,-13%,0%,-22%,1%,0%,-12%,-25%
COc1ccc(C)cc1NC(=O)C(C)N1CCOCC1 (configuration not stated),-4%,i,?,1%,-1%,-3%,6%,-3%,-12%
CC(=O)N1CCN(c2ccc([N+](=O)[O-])c(-n3nc(C)cc3C)c2)CC1,i,i,21%,1%,?,-20%,-15%,15%,.
CC(C)=N/N=C(\N)SCc1ccccc1,i,i,1%,3%,-13%,-7%,5%,-16%,2%
O=C(Nc1ccc(Cl)cc1)N1CCN(c2ccccc2)CC1,i,i,?,-1%,-15%,-8%,-11%,24%,-2%
CCCOc1ccc(N2C(=O)CC(N3CCOCC3)C2=O)cc1 (configuration not stated),i,i,0%,2%,-20%,-4%,?,-14%,23%
CCO[C@@H]1OC(C(=O)N2CCCCCCC2)=C[C@H](c2cn(C(C)=O)c3ccccc23)[C@H]1CCCO,-20%,i,10%,.,-6%,-3%,-2%,-12%,33%
Cc1cc(C(=O)NC2CCCCC2)c(C)n1-c1ccc(F)cc1,-21%,i,?,1%,9%,-17%,13%,25%,.
COC(=O)C1(C)NC(c2ccc(O)cc2)C2C(=O)N(c3ccc(C)cc3)C(=O)C21 (configuration not stated),-14%,i,1%,-1%,2%,-13%,1%,13%,19%
COc1ccc(NC(=O)C2Cc3c(-c4ccccc4Oc4ccccc4)ccnc3O2)cn1 (configuration not stated),-73%[inhibitor],i,?,.,-8%,-12%,8%,?,?
O=C(NCc1ccc(F)cc1)Nc1cccc([N+](=O)[O-])c1,-48%[inhibitor],i,-18%,2%,3%,-8%,1%,3%,-17%
COC(=O)C(CO)NC(=O)C1CCCN1C(=O)CNC(=O)OCc1ccccc1 (configuration not stated),-10%,i,6%,1%,8%,15%,4%,2%,-19%
COc1ccccc1NC(=S)N1CCCC1,i,i,8%,-4%,20%,5%,0%,-3%,0%
CC(=O)N1c2ccc(Cl)cc2C2C=CCC2C1c1cccc2ccccc12 (configuration not stated),-66%[inhibitor],i,?,-2%,8%,?,-31%[inhibitor],-47%[inhibitor],.
O=C1CCN(Cc2ccccc2)CCN1[C@H](CSc1ccccc1)c1ccccc1,i,i,6%,0%,-13%,8%,-4%,2%,3%
CSc1ccccc1C(=O)NC1CCCc2ccccc21 (configuration not stated),-26%,i,?,1%,4%,-1%,-12%,17%,3%
CCc1nnc(SCC(=O)N(CC)c2ccccc2)c2cc3oc(C)cc3n12,i,.,11%,.,-13%,5%,.,28%,-29%
O=C(Nc1ccc(Cl)cc1)Nc1ccccc1Sc1ncc([N+](=O)[O-])s1,-41%[inhibitor],i,?,-1%,-24%,?,-8%,0%,1%
CC1CN(C(=O)c2cccc(S(=O)(=O)Nc3ccc(Cl)cc3)c2)CC(C)O1 (configuration not stated),22%,i,-26%,3%,3%,12%,-1%,10%,-23%
O=C(Cn1cc(C(F)(F)F)cc(Cl)c1=O)NCc1ccccc1,i,i,-3%,2%,-9%,-22%,2%,3%,16%
O=C(Nc1ccc(C(=O)N2CCCCC2)cc1)C1=CSCCO1,i,i,-20%,-8%,.,-19%,-14%,-2%,33%
O=S(=O)(c1ccc(NC2CCCCC2)cc1)N1CCOCC1,i,i,15%,0%,9%,50%[activator],-3%,-3%,2%
CN(CC1COc2ccccc2O1)C(=S)Nc1ccccc1F (configuration not stated),i,i,-33%,1%,13%,-3%,9%,?,.
Cc1ccccc1NS(=O)(=O)c1ccc(C)c(C(=O)N2CCOCC2)c1,-16%,i,16%,0%,3%,-2%,1%,12%,.
CCOC(=O)/C=C/c1cccc(C)c1O,-31%[inhibitor],i,10%,.,-4%,2%,-4%,?,-13%
NNC(=O)CNC(c1ccccc1)c1cc(Br)ccc1N (configuration not stated),-15%,i,-29%,-4%,-4%,0%,28%,-2%,23%
O=C(CN1CCCC1)Nc1nc(-c2ccc(Cl)cc2)cs1,-5%,i,-15%,.,-31%[inhibitor],3%,3%,-6%,-5%
O=C(NCC(c1ccco1)S(=O)(=O)c1cccs1)c1c(F)cccc1F (configuration not stated),i,.,5%,.,-18%,2%,.,11%,5%
COc1ccc(CNC(=O)COc2ccc(S(=O)(=O)N3CCOCC3)cc2C)cc1,i,i,-14%,0%,-10%,13%,-3%,0%,13%
COc1ccc(NC(=O)CN2CC(c3ccccc3)CC2=O)cc1OC (configuration not stated),-33%[inhibitor],i,3%,1%,0%,-9%,-5%,13%,-23%
CC(C)(C)OC(=O)N[C@H](C(=O)OC(C)(C)C)c1ccccc1,-17%,i,?,1%,10%,-5%,1%,-9%,7%
COc1ccc(C)cc1NC(=O)CSc1nnc(CC(=O)Nc2ccccc2F)n1C,-19%,i,9%,1%,-10%,-7%,-5%,4%,4%
CC(=O)NC(Cc1cccc(F)c1)C(=O)NC1CCN(c2ncccc2[N+](=O)[O-])CC1 (configuration not stated),?,i,4%,4%,2%,2%,0%,1%,2%

# 3 entries drawn at random from the list so far, as already listed:
SMILES,PTHR1 ag,pAkt inh,GLP-1R inv ag,Mm-Cpn inhibitor,Abeta yeast res,HEK293 tox,aSyn yeast inh,TDP43 rescue,FUS suppressor
COc1ccc(CNC(=O)COc2ccc(S(=O)(=O)N3CCOCC3)cc2C)cc1,i,i,-14%,0%,-10%,13%,-3%,0%,13%
CC(=O)NC(Cc1cccc(F)c1)C(=O)NC1CCN(c2ncccc2[N+](=O)[O-])CC1 (configuration not stated),?,i,4%,4%,2%,2%,0%,1%,2%
COc1ccc(C)cc1NC(=O)CSc1nnc(CC(=O)Nc2ccccc2F)n1C,-19%,i,9%,1%,-10%,-7%,-5%,4%,4%

# Some of the compounds tested; rates above refer to the full screens.
